NPY-Y1 PAM-ag: NPY-Y1 receptor potentiators or agonists, primary screen, cell-based. Neuropeptide Y receptor type 1 (Homo sapiens), P25929. NPY-Y1 expressing cells, potentiator/agonist activation. activation, % at 3.6 µM. 220,000 tested, 0.37% active. AID 1304, 2008; in the data active = activation above about 33%, passing the limit was not always enough;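 also: cells stimulated with NPY at EC10 then isoproterenol at EC100; 0% = low agonist plus stimulus and 100% = saturating agonist plus stimulus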
S1P4 ag: S1P4 receptor agonists, primary screen, cell-based; activation, % at 4.98 µM; 220,000 tested, 0.35% active; Sphingosine 1-phosphate receptor 4 (Homo sapiens), O95977; AID 1509, 2009; S1P4-expressing cell line, agonist reporter assay; in the data active = activation above about 11%;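 also: 0% = DMSO vehicle and 100% = reference agonist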
Target sequence (O95977 whole entry, looked up): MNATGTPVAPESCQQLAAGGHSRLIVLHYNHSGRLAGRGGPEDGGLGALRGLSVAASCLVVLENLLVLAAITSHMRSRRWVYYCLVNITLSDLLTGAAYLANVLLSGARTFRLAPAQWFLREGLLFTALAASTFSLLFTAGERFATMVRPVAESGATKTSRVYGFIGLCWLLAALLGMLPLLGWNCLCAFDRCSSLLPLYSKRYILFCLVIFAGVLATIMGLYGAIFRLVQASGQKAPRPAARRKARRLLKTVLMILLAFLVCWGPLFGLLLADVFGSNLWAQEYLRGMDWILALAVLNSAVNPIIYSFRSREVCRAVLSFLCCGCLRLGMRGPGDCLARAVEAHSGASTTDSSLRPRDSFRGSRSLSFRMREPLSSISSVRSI
EP2 mod: EP2 receptor modulators, cAMP readout, primary screen, cell-based, HTRF cAMP, PGE2 stimulation | induction, % at 25 µM | AID 940, 2007 | EP2-expressing cells, cAMP HTRF FRET, PGE2 co-stimulation | Prostaglandin E2 receptor EP2 subtype (Homo sapiens), P43116 | 260,000 tested, 0.83% active;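 active = compounds whose cAMP rise, as percent of the full-agonist control response, exceeds 60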;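 also: rat C6 glioma line stably carrying human EP2 under a CMV promoter; the protocol text gives 20 µM as final concentration; 100% = response of wells given 1 µM PGE2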
S1P4 antag: S1P4 receptor antagonists, primary screen, cell-based | S1P4-expressing cells, antagonist mode, reporter read-out | 220,000 tested, 0.26% active | Sphingosine 1-phosphate receptor 4 (Homo sapiens), O95977 | inhibition, % at 4.98 µM | AID 1510, 2009; in the data active = inhibition above about 29%;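 also: 0% = wells stimulated with agonist and 100% = vehicle wells without agonist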
eIF4E 4G PPI: eIF4E–eIF4G protein interaction inhibitors, primary screen, biochemical, uHTS, TR-FRET, eIF4GI fragment; Eukaryotic translation initiation factor 4E (Mus musculus) + Eukaryotic translation …; TR-FRET eIF4E-eIF4GI(517-606) binding, 2 h; inhibition, % at 21.7 µM; 220,000 tested, 0.37% active;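 active = inhibition above about 30%, limit read from the data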;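 also: 0% = full FRET control wells and 100% = background wells lacking eIF4GI fragment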
NPY-Y2 PAM-ag: NPY-Y2 potentiators or agonists, primary screen, cell-based; Neuropeptide Y receptor type 2 (Homo sapiens), P49146; cells expressing NPY-Y2, potentiator/agonist read-out; activation, % at 3.6 µM; 220,000 tested, 0.45% active; in the data active = activation above about 27%;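 also: cells stimulated with NPY near EC25 plus isoproterenol at EC100; 0% = vehicle plus submaximal agonist and 100% = vehicle plus saturating agonist; some results beyond the cut were filed as inactive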
Target sequence (P49146 whole entry, looked up): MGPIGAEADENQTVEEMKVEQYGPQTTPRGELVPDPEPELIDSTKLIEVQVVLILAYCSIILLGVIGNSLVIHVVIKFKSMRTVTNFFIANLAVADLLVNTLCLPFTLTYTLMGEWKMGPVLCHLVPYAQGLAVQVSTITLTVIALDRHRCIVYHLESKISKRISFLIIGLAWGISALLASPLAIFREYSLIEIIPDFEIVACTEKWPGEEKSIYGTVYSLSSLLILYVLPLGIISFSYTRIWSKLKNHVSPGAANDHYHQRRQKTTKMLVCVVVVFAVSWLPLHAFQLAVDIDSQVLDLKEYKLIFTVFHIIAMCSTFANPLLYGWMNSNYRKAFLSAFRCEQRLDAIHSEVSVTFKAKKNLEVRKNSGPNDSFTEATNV
p97 inhibitor: inhibitors of human p97 ATPase, primary screen, biochemical; Transitional endoplasmic reticulum ATPase (Homo sapiens), P55072; inhibition, % at 8 µM; recombinant p97 ATPase, Kinase-Glo ATP luminescence, 3 h; AID 1481, 2009; 220,000 tested, 0.42% active; in the data active = inhibition above about 15%;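 also: 0% = DMSO vehicle and 100% = wells lacking enzyme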
EP2 antag: human EP2 receptor antagonists, primary screen, TR-FRET cAMP, C6 glioma cells; Prostaglandin E2 receptor EP2 subtype (Homo sapiens), P43116; C6 glioma cells expressing human EP2; cells stimulated with saturating PGE2; inhibition, % at 25 µM; 260,000 tested, 0.52% active; AID 1422, 2008;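 active = percent inhibition above 40 after rounding to a whole number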;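 also: rat C6 glioma host cells with rolipram phosphodiesterase inhibitor present; the protocol text gives 20 µM as final concentration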
NPY-Y1 antag: NPY-Y1 receptor antagonists, primary screen, cell-based; Neuropeptide Y receptor type 1 (Homo sapiens), P25929; HEK293-CNG Y1 cells, membrane potential fluorescence; NPY at EC95, then isoproterenol; inhibition, % at 3.6 µM; 200,000 tested, 1% active; AID 1040, 2008;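 active = inhibition above the campaign mean inhibition of all tested compounds plus 3 SD, cut at about 20% in these data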;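 also: 0% = DMSO wells given NPY plus isoproterenol and 100% = isoproterenol alone without NPY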
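Material: Y1- and CNG-channel-expressing HEK293 cells / Probe or stimulus: NPY 25 nM then isoproterenol 1 µM plus Ro 20-1724 25 µM / Doses: 3.6 µM single dose, DMSO 0.4% / Schedule: compound incubation 1 h at room temperature, readout 45 min post-stimulation / Signal: membrane potential fluorescence / Benchmarks: isoproterenol-only wells as full block versus NPY-plus-isoproterenol wells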
* hit, by the source's call; · = no result given; & = joins results of further samples; [ ] = another dose, or the depositor's remark. A portion of the library, so the mix of outcomes need not match the whole.

Structure	S1P4 antag	NPY-Y1 antag	NPY-Y1 PAM-ag	eIF4E 4G PPI	S1P4 ag	p97 inhibitor	EP2 mod	EP2 antag	NPY-Y2 PAM-ag
Cn1c(SCC(=O)N2CCCC2)nc2cccnc21	-5	-5	-4	1	2.4	-2	-8&6	9&7	0
Nc1cc(Oc2cccnc2)cc([N+](=O)[O-])c1	-2	-1	-10	4	-1.5	4	-36	3	-24
O=C(OCC(=O)c1c[nH]c2ccccc12)c1ccco1	-16	-2	-9	0	0.0	5	-10	16	8
O=C1c2ccccc2C(=O)c2c1cccc2N1CCN(Cc2ccccc2)CC1	-10	-15	41	-3	-0.1	-1	15	5	49*
CCOC(=O)N1CCN(S(=O)(=O)/C=C/c2ccccc2)CC1	-5	5	2	3	1.7	-2	8	9	2
Cc1cc(C)nc(NC(=O)Cc2ccc([N+](=O)[O-])cc2)c1	-28	5	3	-14	30*	-6	27	2	7
C/C(CC(=O)Nc1ccccc1Cl)=N\NC(=O)C(=O)NCCO	-1	3	12	4	0.5	2	12	4	7
Cn1c(C(=O)N(Cc2ccccc2)Cc2ccccn2)cc2sccc21	13	-1	16	1	-2.7	-2	43	5	12
CN1C(=O)C(O)(CC(=O)c2cccc(-n3cccc3)c2)c2ccccc21 (stereo unspecified)	-28	0	16	2	0.5	-4	2	6	-11
COc1ccccc1NC(=O)c1cc2c(s1)-c1ccccc1S(=O)(=O)C2	7	·	-30	6	-0.5	0	-38	8	-33
N[C@@H](Cc1ccc(O)cc1)c1nnc([C@H](CO)NC(=O)C2CCNCC2)o1	-18	-4	5	-4	1.6	2	2	11	9
CCOCCCNC(=O)C(c1ccc(Cl)cc1)N(Cc1cccs1)C(=O)c1ccccn1 (stereo unspecified)	-5	1	6	1	0.4	0	-49	14	-14
CCCNS(=O)(=O)c1ccc(NC(=O)c2cccnc2)cc1	2	3	-25	4[fluorescence artefact?]	0.9	-3	12	4	-5
Cn1nc(C(C)(C)C)cc1NC(=O)Nc1ccc(Cl)cc1	15	·	25	0	-1.4	5	-39	7	10
CC(C)C(=O)Nc1ccc(NC(=O)c2ccccn2)cn1	-13	0	10	-1[fluorescence artefact?]	-0.7	-17	-7	10	0
Cc1ccccc1N1CCN(Cc2nc(Cc3ccccc3F)no2)CC1	-10	·	15	-9	0.6	2	7	8	-13
CC1CC(=O)Nc2ccccc2N1S(=O)(=O)c1ccc(Br)cc1 (stereo unspecified)	-7	1	2	·	1.9	2	-8	8	-9
O=C(Cn1cccc1)NCc1cccs1	5	1	-3	0	4.0	-3	27	10	5
COc1ccc2cc(C(c3nnnn3C3CCCC3)N3CCc4ccccc4C3)c(=O)[nH]c2c1 (stereo unspecified)	2	6	37	-21[fluorescence artefact?]	0.7	3	-19	6	21
CCN(C(=O)CSc1nc2nc(C)cc(C)n2n1)C1CCS(=O)(=O)C1 (stereo unspecified)	3	4	22	0	0.3	3	-5	4	-5
CCOC(=O)C(NC(=O)CC)C(O)c1cccc([N+](=O)[O-])c1 (stereo unspecified)	-5	1	2	1	1.4	1	14	7	8
Cc1ccccc1CCN(C(=O)Cn1nnc2ccccc21)C(C(=O)NCC1CCCO1)c1nc2ccccc2n1C (stereo unspecified)	0	-2	-15	-3[fluorescence artefact?]	1.3	-1	-4	2	-4
COc1ccc(N2C(=O)CCC(C(=O)N(C)C3CCCCC3)C2c2ccc(OC)c(OC)c2)cc1 (stereo unspecified)	-9	0	12	3[fluorescence artefact?]	0.2	2	3	0	13
CCCCCCCc1nc2nc(C)c(Br)c(=O)n2[nH]1	8	·	-12	-6	-0.6	-5	0	5	-7
C/C(=N\NC(=O)c1ccc(CN2CCc3ccccc3C2)cc1)c1ccccc1O	10	9	-12	-1	0.6	-2	-53	17	-2
CCOc1ccc(C(C(=O)NC2CCCC2)N(Cc2ccccc2)C(=O)c2nsc(Cl)c2Cl)cc1 (stereo unspecified)	0	18	-25	0	0.0	0	33	16	-16
Cc1[nH]c(=O)[nH]c(=O)c1/C=N/NC(=O)[C@H](C)N	-1	·	-5	0	2.4	-1	5	5	7
CCOC(=O)C/C(C)=N/NC(=O)C1CC1(c1ccccc1)c1ccccc1 (stereo unspecified)	-3	3	-10	2	-1.1	3	22	6	-1
CCn1ccc(C(=O)NC2=NCCS2)n1	-13	-1	15	3	1.4	2	13	8	16
Cn1c(=O)c2c(nc(SCC(=O)Nc3ccccc3)n2C)n(C)c1=O	-2	8	7	-1[fluorescence artefact?]	1.8	4	-7	11	-7
NC(=O)NC(=O)COC(=O)c1cccnc1Nc1ccccc1F	14	·	-13	7	1.7	0	11	9	-11
CS(=O)(=O)N(CC(=O)N1CCN(c2cccc(Cl)c2)CC1)C1CCCCC1	9	-6	-6	-4	-1.9	0	8	9	-13
CCS(=O)(=O)c1nn2c(N)c(/C=C3/C=CC(=O)C(OC)=C3)c(=O)nc2s1	-35	-1	-11	5	0.2	1	18	6	-10
Cc1cc(O)c2c(-c3ccccc3)cc(=O)oc2c1	2	-5	-8	7	-0.8	4	-10	14	-3
COc1cccc(-c2nnc(NC(=O)Cc3cccs3)s2)c1	-3	1	-9	0[fluorescence artefact?]	0.8	-1	-7	20	-19
COC(=O)c1ccc(C(=O)OC)c(-n2c(=O)c3ccccc3c3ccccc3c2=O)c1	-17	0	23	-4	2.4	5	22	10	11
CC1CCN(c2ccc(NC(=O)c3cccnc3Cl)cc2)CC1	-5	2	3	5	-0.7	-2	19	7	-8
CS/C(=N\S(=O)(=O)c1cccs1)Nc1ccc(N2CCOCC2)cc1	-2	0	-2	-3	2.4	6	-3	5	3
COc1ccc(N2C(=O)CC(NNc3ncc(Cl)cc3Cl)C2=O)cc1 (stereo unspecified)	-12	2	17	0	0.7	4	9	15	13
Cc1cc(=O)c2ccccc2n1Cc1ccccc1	-9	15	-31	1	2.6	1	-6	9	-7
CSc1ccc(S(=O)(=O)N2CCCC2)cc1	-13	3	-13	6[fluorescence artefact?]	-1.7	3	18	9	9
CN(C)S(=O)(=O)n1cnc(-c2ccccc2)c1-c1ccccc1	-6	11	-6	0	-0.7	-2	20	10	1
Cc1ccc(NC(=O)C2CCCN(C(=O)c3ccc(Cl)cc3)C2)cc1 (stereo unspecified)	21	-2	3	-4	-0.5	3	-54	6	1
O=C(N/N=C/c1ccc(-c2ccccc2[N+](=O)[O-])o1)[C@H]1C[C@@H]1c1ccccc1	-7	5	-15	-3	0.1	8	-10	7	4
O=C(Nc1ccccc1)c1ccc(=O)n(Cc2ccc(F)c(F)c2)c1	-2	-9	-1	1	0.5	5	-33	5	-13
Cc1ccc2nc(Cl)c3cc(C(=O)NCCCN4CCCC4)sc3c2c1	-19	9	-14	0	-2.1	-1	-66	6	-31
CCN(C(=O)CN1CCN(c2ccccc2)CC1)c1c(N)n(Cc2ccccc2)c(=O)[nH]c1=O	1	7	19	9	-0.4	4	-40	13	9
C=CCn1c(COc2ccc(Cl)cc2)nnc1SCC(=O)c1c(N)n(C)c(=O)n(C)c1=O	-26	1	-5	4	0.8	0	27	5	2
CCN(CC)C(=O)Cn1cnc2sc(C(=O)N3CCN(Cc4ccc5c(c4)OCO5)CC3)c(C)c2c1=O	2	5	-3	0	1.6	-2	30	9	-1
Cc1cccc(-c2nnc(SCc3ccccc3)o2)c1	-23	3	-14	-4	0.0	1	29	8	-8
CN1CCN(c2ccccc2NC(=O)C(Cc2ccccc2)n2cccc2)CC1 (stereo unspecified)	-9	5	-31	1[fluorescence artefact?]	-3.3	-6	-17	16	-18
FC(F)(F)Oc1ccc(-c2cn3cccnc3n2)cc1	-18	·	4	-1	2.8	-1	-16	10	-31
CCn1c2c(c3cc(Br)ccc31)CCC/C2=N\O	-17	2	9	-5	1.6	-2	50	19	2
Cc1cccc2c(C(=O)N3CCN(C(=O)c4ccco4)CC3)cc(-c3cccc(Br)c3)nc12	-10	0	-2	5	-2.4	1	-7	11	-8
Cc1ccc(/C=N/NC(=O)c2ccncc2)s1	-12	·	17	1	2.0	4	12	6	12
NC(=O)Cn1c(=O)n(CCC(=O)NCCSCc2ccccc2)c(=O)c2ccccc21	-12	4	3	-2	1.8	2	1	13	6
COc1cc2c(cc1OC)C(c1cccs1)N(C(=O)c1cccnc1)CC2 (stereo unspecified)	14	7	-3	-1	0.0	0	12	16	-5
CS(=O)(=O)N(CC(=O)NC1CCCCC1)c1cccc(Cl)c1	-5	6	13	2[fluorescence artefact?]	0.3	0	13	9	19
CCn1c(SCC(=O)NNC(=O)c2ccccc2)nnc1-c1ccncc1	-11	-3	26	4	-2.3	2	24	4	-11
CC(C)=CC(=O)Nc1c(C)cc(C)cc1Cl	1	3	4	-4	-1.1	-3	-1	5	-12

(cont.)
Structure	S1P4 antag	NPY-Y1 antag	NPY-Y1 PAM-ag	eIF4E 4G PPI	S1P4 ag	p97 inhibitor	EP2 mod	EP2 antag	NPY-Y2 PAM-ag
CC1CCCC2(C1)NC(=S)c1c(sc3c1CCCC3)N2 (stereo unspecified)	-2	-1	-10	19	1.6	2	-27	13	3
O=C(COC(=O)c1ccncc1)c1ccc(Br)cc1	-12	1	27	-3	-0.5	3	19	6	-2
O=C(O)C(CO)N=Cc1c(O)c2ccccc2oc1=O (stereo unspecified)	-11	5	10	-3	2.5	0	24	12	-5
COc1cc(/C=C/C(=O)Nc2ccccc2C(F)(F)F)cc(OC)c1OC	-14	0	0	4	-1.3	2	-13	·	5
COc1ccc(/C=N/Nc2cc(C)nc(-n3nc(C)cc3C)n2)c(OC)c1	4	4	-3	-1	0.6	-1	-15	3	1
CC(=O)Nc1ccc(S(=O)(=O)/N=C2\C(=O)c3ccccc3C([O-])=C2n2cc[n+](-c3ccccn3)c2)cc1	-1	·	2	4	1.1	4	-52	10	-1
CCOC(=O)c1cc(C(C)=O)c(=O)n(C)c1N	4	-1	11	5[fluorescence artefact?]	-0.6	5	1	11	17
O=C(c1cccs1)c1ccc(-c2cccs2)s1	-6	8	19	·	3.8	3	·	14	5
Cc1sc2ncnc(N3CCCC(C)C3)c2c1C (stereo unspecified)	-37	-4	1	-4	0.6	-7	44	8	-4
CN(C)c1ccc(/C=C2\NC(=S)N(Cc3ccccc3)C2=O)cc1	7	0	-2	2[fluorescence artefact?]	2.0	0	-44	23	-3
CCC(C)(C)n1nnnc1CN1CCSCC1	0	3	0	7	-3.4	-3	18	8	6

Screening data as filed in PubChem BioAssay.
